PV pol inh – poliovirus RNA polymerase inhibition. P03300. poliovirus polymerase elongation, fluorescence polarization; hits give low values. % elongation, % (compound at 16.7 µg/mL). 0.66% of 150,000 active; in the data active = % elongation below about 90%; also: some results filed as inactive read as strong as hits
Target sequence (P03300 1749-2209 limits assumed): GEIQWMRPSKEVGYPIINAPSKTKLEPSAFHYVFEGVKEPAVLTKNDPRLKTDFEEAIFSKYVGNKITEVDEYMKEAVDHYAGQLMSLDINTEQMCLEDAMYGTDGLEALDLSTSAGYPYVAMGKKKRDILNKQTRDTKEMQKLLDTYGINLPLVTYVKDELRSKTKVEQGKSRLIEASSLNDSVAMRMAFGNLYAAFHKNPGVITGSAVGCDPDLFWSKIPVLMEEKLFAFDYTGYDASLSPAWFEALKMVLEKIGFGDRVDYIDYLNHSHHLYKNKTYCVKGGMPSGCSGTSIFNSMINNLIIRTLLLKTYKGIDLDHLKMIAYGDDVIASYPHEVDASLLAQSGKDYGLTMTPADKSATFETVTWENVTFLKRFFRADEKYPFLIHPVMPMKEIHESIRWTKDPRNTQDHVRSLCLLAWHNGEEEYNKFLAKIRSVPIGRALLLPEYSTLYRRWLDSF
PV pol inh FP z-score – recorded beside PV pol inh, whose call it bears; z-score; measured here: FP z-score; hits read low
* hit, by the source's call.

Results for Cc1cc(C)cc(-n2ccn(CC(=O)Nc3cc(C)ccc3C)c(=O)c2=O)c1 ?
PV pol inh: 114; PV pol inh FP z-score: 1.4

Results for CCN1CCN(c2c(C(=O)c3ccc(OC)cc3)cnc3ccccc23)CC1 ?
PV pol inh: 100; PV pol inh FP z-score: -1.5

What do the screens show for `Cc1ccccc1N(CC(=O)NC1=NCCS1)S(C)(=O)=O`?
PV pol inh: 103; PV pol inh FP z-score: 0

What do the screens show for `CCCSc1nnc2n(-c3cccc(C)c3)c(=O)c3c4c(sc3n12)CCCC4`?
PV pol inh: 104; PV pol inh FP z-score: -0.2

Results for COc1ccccc1-n1c(SC)nc2ccccc2c1=O ?
PV pol inh: 101; PV pol inh FP z-score: 0.5

How did CCC(Oc1cccc(Cl)c1)C(=O)NN1CCN(C)CC1 (stereo unspecified) do in these assays?
PV pol inh: 100; PV pol inh FP z-score: 0.1

How did C=CCN1C(=S)N(c2ccccc2)C2CS(=O)(=O)CC21 (stereo unspecified) do in these assays?
PV pol inh: 100; PV pol inh FP z-score: -0.5

What do the screens show for `CCOC(=O)c1cc(-c2ccccc2)n(CC(=O)N(C)c2ccc(OC)cc2)c1C`?
PV pol inh: 103; PV pol inh FP z-score: -0.2

How did COc1ccc(C2C=C(c3ccccc3)Nc3nc(NC(=O)/C=C/c4ccccc4)nn32)cc1 (stereo unspecified) do in these assays?
PV pol inh: 107; PV pol inh FP z-score: 0

Results for CCOC(=O)c1c(S(=O)(=O)N2CCC(C(=O)NCc3ccccc3Cl)CC2)c(C)n(C)c1C ?
PV pol inh: 109; PV pol inh FP z-score: 0.6

What do the screens show for `CCc1nc2ccc(C(=O)NC)cc2nc1CC`?
PV pol inh: 104; PV pol inh FP z-score: 1.7

Results for Cc1cccc(-c2nc3c(cnn3-c3ccccc3)c(=O)n2-c2ccc(Cl)cc2)c1 ?
PV pol inh: 104; PV pol inh FP z-score: -0.2

What do the screens show for `CN1C=CC=C/C1=C1\SC(=S)N(Cc2ccccc2)C1=O`?
PV pol inh: 101; PV pol inh FP z-score: -0.2

How did CCCCOc1ccc2c(c1)C(=O)c1cc(O)ccc1-2 do in these assays?
PV pol inh: 100; PV pol inh FP z-score: -0.4

How did CC1=NN(CCC(=O)O)CC1 do in these assays?
PV pol inh: 104; PV pol inh FP z-score: 0.7

Results for CCc1nn(C(C)C(=O)N2CCN(c3cccc(OC)c3)CC2)c(=O)c2cc3occc3n12 (stereo unspecified) ?
PV pol inh: 98; PV pol inh FP z-score: -1.3

How did COc1ccc(N2CCN(CCCNC(=O)c3cnn(-c4ccc(F)cc4)c3-n3cccc3)CC2)cc1 do in these assays?
PV pol inh: 102; PV pol inh FP z-score: -1.4

Results for c1cncc(CN2CNc3nc4ccccc4n3C2)c1 ?
PV pol inh: 102; PV pol inh FP z-score: 0.7

Results for CCc1ccc(C(=O)c2cn(CC(=O)Nc3ccc(F)cc3)c3ccc(OC)cc3c2=O)cc1 ?
PV pol inh: 106; PV pol inh FP z-score: 0.1

What do the screens show for `Cn1c(=O)c2cnc(N3CCCCC3)nc2n(C)c1=O`?
PV pol inh: 101; PV pol inh FP z-score: -0.3

How did Cc1ccc(CNC(=O)CCc2nnc3n(C)c(=O)c4sccc4n23)cc1 do in these assays?
PV pol inh: 100; PV pol inh FP z-score: -1.6

How did CC(=O)N1CCN(C(c2ccccc2)c2ccccc2)CC1 do in these assays?
PV pol inh: 99; PV pol inh FP z-score: -0.5

What do the screens show for `COc1ccc(N2CCN(C(=O)C3CCN(S(=O)(=O)c4cccc5nonc45)CC3)CC2)cc1`?
PV pol inh: 104; PV pol inh FP z-score: -0.3

Results for CC(C)C(c1nnnn1C(C)(C)C)N(Cc1cc2cc3c(cc2[nH]c1=O)OCCO3)C1CCCCC1 (stereo unspecified) ?
PV pol inh: 103; PV pol inh FP z-score: 0.5

What do the screens show for `CC(=O)N1CCc2cc(CNS(=O)(=O)c3ccc(Cl)s3)ccc21`?
PV pol inh: 111; PV pol inh FP z-score: 0.8

How did CC1CCN(C(=O)CSc2nc(-c3ccco3)nc3c2c(=O)n(C)c(=O)n3C)CC1 do in these assays?
PV pol inh: 103; PV pol inh FP z-score: 0.5

Results for CSc1cccc(NC(=O)CNS(=O)(=O)c2ccc(C)cc2)c1 ?
PV pol inh: 98; PV pol inh FP z-score: -0.9

Results for COc1ccc(C)cc1CCNCc1cnn(-c2ccccc2)n1 ?
PV pol inh: 97; PV pol inh FP z-score: -0.7

How did CCS(=O)(=O)c1ccc(OC)c(N2NOC=C2O)c1 do in these assays?
PV pol inh: 101; PV pol inh FP z-score: -0.2

What do the screens show for `c1ccc2c(c1)CCN(c1nc3cc4c(cc3s1)OCO4)C2`?
PV pol inh: 99; PV pol inh FP z-score: -1.1

What do the screens show for `CCN(CC)CC(=O)Nc1sc2c(c1C#N)CCCC2`?
PV pol inh: 102; PV pol inh FP z-score: 0.2

Results for CC(C)CCn1c(=O)c2ccccc2n2c(CSc3n[nH]c(N)n3)nnc12 ?
PV pol inh: 102; PV pol inh FP z-score: -0.4

Results for COC(=O)c1sc(N)c(C(=O)OC)c1COC(=O)CSc1nnnn1-c1cc(C)ccc1C ?
PV pol inh: 111; PV pol inh FP z-score: 1

What do the screens show for `CCc1cccc(NC(=O)c2cc3c(=O)[nH]c4ccccc4c3n2C)c1`?
PV pol inh: 98; PV pol inh FP z-score: -0.8

What do the screens show for `O=C(CSc1nnc(-c2ccc(Cl)cc2)o1)N1CCc2ccccc21`?
PV pol inh: 107; PV pol inh FP z-score: 0.5

What do the screens show for `COc1ccc(CCNC(=O)CCc2cn(Cc3ccc(C)cc3)c3ccccc23)c(OC)c1OC`?
PV pol inh: 106; PV pol inh FP z-score: -0.3

How did Cn1cnnc1SCC(=O)NCc1ccccc1 do in these assays?
PV pol inh: 104; PV pol inh FP z-score: 0

What do the screens show for `CCCNc1c(NC(=O)C2CCC(C)CC2)c(=O)oc2ccccc12` (stereo unspecified)?
PV pol inh: 101; PV pol inh FP z-score: -0.3

What do the screens show for `c1ccc2oc(SCc3nc4ccccc4s3)nc2c1`?
PV pol inh: 112; PV pol inh FP z-score: 1

How did O=C(NCC(c1cccs1)S(=O)(=O)c1cccs1)c1cccc(F)c1 (stereo unspecified) do in these assays?
PV pol inh: 102; PV pol inh FP z-score: -0.2

Results for COc1cc(OC)c(NC(=O)Cc2ccc(-n3c(C)nc4cccnc43)cc2)cc1Cl ?
PV pol inh: 104; PV pol inh FP z-score: -0.5

What do the screens show for `CC(=O)OCC(=O)[C@@]1(O)[C@H](C)CC2C3CCC4=CC(=O)C=C[C@]4(C)[C@@]3(F)[C@@H](O)C[C@@]21C` (stereo partly specified)?
PV pol inh: 100; PV pol inh FP z-score: 0.1

What do the screens show for `N#C/C(=C\c1ccc(Cl)c(Cl)c1)c1ccc(NC(N)=O)cc1`?
PV pol inh: 105; PV pol inh FP z-score: 0.3

Results for O=C(COc1ccc(Cl)cc1)NCCN1CCCCC1 ?
PV pol inh: 98; PV pol inh FP z-score: -0.8

What do the screens show for `Fc1cccc(Oc2ncnc3scc(-c4ccccc4)c23)c1`?
PV pol inh: 101; PV pol inh FP z-score: 0

How did CCOc1ccc(CCN=C2CC(c3ccccc3)CC(=O)/C2=C(/O)CC)cc1OCC (stereo unspecified) do in these assays?
PV pol inh: 104; PV pol inh FP z-score: 0

Results for CCCn1cc(S(=O)(=O)c2ccc(OC)cc2)c(=O)c2cc(F)c(N3CCN(C)CC3)cc21 ?
PV pol inh: 101; PV pol inh FP z-score: 0.1

How did CN(C(=O)CN1N=NC2C(=O)N(c3ccc(Br)cc3)C(=O)C21)c1ccccc1 (stereo unspecified) do in these assays?
PV pol inh: 102; PV pol inh FP z-score: 0.6

Results for N=C(N=Nc1c(O)n(Cc2ccccc2)c2ccccc12)SCC(=O)Nc1ccccc1 ?
PV pol inh: 99; PV pol inh FP z-score: -0.4

Results for CCN(CC)C(=O)CSc1nc(N)c(C#N)c(CC(C)C)c1C#N ?
PV pol inh: 106; PV pol inh FP z-score: 0.4

How did O=C(NCCc1csc(-c2ccc(F)cc2)n1)c1ccco1 do in these assays?
PV pol inh: 104; PV pol inh FP z-score: -0.5

Results for N#Cc1cc2c(ccc3ccccc32)oc1=O ?
PV pol inh: 98; PV pol inh FP z-score: -1.4

Results for CC(C)(C)CC(C)(C)NC(=O)C1CCCO1 (stereo unspecified) ?
PV pol inh: 99; PV pol inh FP z-score: -0.3

How did CC1(C)OC(=O)C(=Cc2ccc(F)cc2)C(=O)O1 do in these assays?
PV pol inh: 102; PV pol inh FP z-score: 0.1

What do the screens show for `Cc1nc(NCC2CCCO2)nc2c1C(=O)CC(C)(C)C2` (stereo unspecified)?
PV pol inh: 102; PV pol inh FP z-score: 0.1

How did CCN(CC)C(=O)c1cc2ccccc2oc1=O do in these assays?
PV pol inh: 99; PV pol inh FP z-score: -0.2

What do the screens show for `COc1ccc(CNC(=O)c2cccn3c(=O)c4c5c(sc4nc23)CCCC5)cc1`?
PV pol inh: 100; PV pol inh FP z-score: -0.8

What do the screens show for `CCOC(=O)CSc1nc2c([nH]c3ccccc32)c(=O)n1-c1ccc(OC)cc1`?
PV pol inh: 106; PV pol inh FP z-score: 0.5

How did C=CCSc1nc(C)cc(C)c1C#N do in these assays?
PV pol inh: 101; PV pol inh FP z-score: -0.3

How did CC1CC(C)CN(S(=O)(=O)c2ccc3c(c2)CCN3C(=O)CCC(=O)O)C1 (stereo unspecified) do in these assays?
PV pol inh: 102; PV pol inh FP z-score: 0.7

Sorted by SMILES length (ascending): part of the list above
How did C=CCSc1nc(C)cc(C)c1C#N do in these assays?
PV pol inh: 101; PV pol inh FP z-score: -0.3

Results for N#Cc1cc2c(ccc3ccccc32)oc1=O ?
PV pol inh: 98; PV pol inh FP z-score: -1.4

How did CCN(CC)C(=O)c1cc2ccccc2oc1=O do in these assays?
PV pol inh: 99; PV pol inh FP z-score: -0.2

Results for CC(C)(C)CC(C)(C)NC(=O)C1CCCO1 (stereo unspecified) ?
PV pol inh: 99; PV pol inh FP z-score: -0.3

Results for O=C(COc1ccc(Cl)cc1)NCCN1CCCCC1 ?
PV pol inh: 98; PV pol inh FP z-score: -0.8

How did O=C(NCCc1csc(-c2ccc(F)cc2)n1)c1ccco1 do in these assays?
PV pol inh: 104; PV pol inh FP z-score: -0.5

Results for CCN(CC)C(=O)CSc1nc(N)c(C#N)c(CC(C)C)c1C#N ?
PV pol inh: 106; PV pol inh FP z-score: 0.4

What do the screens show for `N#C/C(=C\c1ccc(Cl)c(Cl)c1)c1ccc(NC(N)=O)cc1`?
PV pol inh: 105; PV pol inh FP z-score: 0.3

How did CC1CC(C)CN(S(=O)(=O)c2ccc3c(c2)CCN3C(=O)CCC(=O)O)C1 (stereo unspecified) do in these assays?
PV pol inh: 102; PV pol inh FP z-score: 0.7

Results for COc1cc(OC)c(NC(=O)Cc2ccc(-n3c(C)nc4cccnc43)cc2)cc1Cl ?
PV pol inh: 104; PV pol inh FP z-score: -0.5

How did CN(C(=O)CN1N=NC2C(=O)N(c3ccc(Br)cc3)C(=O)C21)c1ccccc1 (stereo unspecified) do in these assays?
PV pol inh: 102; PV pol inh FP z-score: 0.6

Results for CCCn1cc(S(=O)(=O)c2ccc(OC)cc2)c(=O)c2cc(F)c(N3CCN(C)CC3)cc21 ?
PV pol inh: 101; PV pol inh FP z-score: 0.1

The main list resumes, starting 2 compounds before the break.
How did C=CCSc1nc(C)cc(C)c1C#N do in these assays?
PV pol inh: 101; PV pol inh FP z-score: -0.3

How did CC1CC(C)CN(S(=O)(=O)c2ccc3c(c2)CCN3C(=O)CCC(=O)O)C1 (stereo unspecified) do in these assays?
PV pol inh: 102; PV pol inh FP z-score: 0.7

Results for O=C(Nc1cc(Cl)ccc1Cl)c1cc(S(=O)(=O)N2CCc3ccccc3C2)ccc1F ?
PV pol inh: 107; PV pol inh FP z-score: -0.2

What do the screens show for `COc1ccc(NC(=O)Cn2c(=O)oc3cc(S(=O)(=O)NCc4ccccc4)ccc32)cc1OC`?
PV pol inh: 99; PV pol inh FP z-score: -0.9

What do the screens show for `COc1ccc(-c2nsc(NC(=O)C(C)Oc3ccc(Cl)c(C)c3)n2)cc1` (stereo unspecified)?
PV pol inh: 106; PV pol inh FP z-score: 0

How did CC(C)NC(=O)CSc1nc(-c2ccco2)cc(C(F)(F)F)n1 do in these assays?
PV pol inh: 100; PV pol inh FP z-score: -0.3

What do the screens show for `OC(CN1CCN(c2ccccc2F)CC1)Cn1nnnc1-c1ccccc1` (stereo unspecified)?
PV pol inh: 104; PV pol inh FP z-score: 0.5

What do the screens show for `Cc1ccc(Cn2cnc3c(cnn3C)c2=O)cc1`?
PV pol inh: 106; PV pol inh FP z-score: 1.6

What do the screens show for `Cc1ccc(Nc2nc(N)nc(CSc3nccn3C)n2)cc1`?
PV pol inh: 103; PV pol inh FP z-score: 0.9

Results for CCc1nn(CC(=O)N2CCN(C)CC2)c(=O)c2cccn12 ?
PV pol inh: 106; PV pol inh FP z-score: 2.5

What do the screens show for `CC(=O)Nc1sc2c(c1C#N)CCCCC2`?
PV pol inh: 104; PV pol inh FP z-score: -0.1

What do the screens show for `Cc1noc(C)c1S(=O)(=O)N1Cc2ccccc2CC1C(=O)Nc1ccc(Cl)cc1` (stereo unspecified)?
PV pol inh: 103; PV pol inh FP z-score: 0.5

How did CCc1nnc(NC(=O)c2ccc3c(c2)S(=O)(=O)N=C2CCCCCN23)s1 do in these assays?
PV pol inh: 107; PV pol inh FP z-score: 0.3

Results for CCC(C)NC(=O)Cn1c(=O)n(Cc2ccc(C(=O)NCCCOC)cc2)c(=O)c2ccccc21 (stereo unspecified) ?
PV pol inh: 109; PV pol inh FP z-score: 0.1

How did CC(C#N)Sc1nnc(-c2ccccc2F)n1CCc1ccccc1 (stereo unspecified) do in these assays?
PV pol inh: 99; PV pol inh FP z-score: -0.6

Results for Cc1cc(C)nc(SCc2csc(N)n2)n1 ?
PV pol inh: 98; PV pol inh FP z-score: -0.5

Results for COc1ccc(CCNC(=O)c2c(C)oc3nc(C)nc(N4CCOCC4)c23)cc1OC ?
PV pol inh: 107; PV pol inh FP z-score: 0

Results for O=C(CN1C(=O)CCc2cc(S(=O)(=O)N3CCOCC3)ccc21)NCc1ccccc1Cl ?
PV pol inh: 108; PV pol inh FP z-score: 0.4

How did Cc1ccc(N2C(=O)/C(=C/C=C/c3ccccc3)SC2=S)cc1 do in these assays?
PV pol inh: 101; PV pol inh FP z-score: -0.1

Results for O=C(O)c1ccccc1C(=O)N1CCN(c2ccccc2)CC1 ?
PV pol inh: 104; PV pol inh FP z-score: 0.4

Screens deposited in PubChem BioAssay by ICCB-Longwood Screening Facility, Harvard Medical School.

These rows are one share of the data (hit frequency here may not be typical).
